# From PubChem
# SSB-PriA inh = inhibitors of Klebsiella pneumoniae PriA binding to SSB C-terminal tail; 430,000 compounds, 0.6% hits; AlphaScreen SSBct-PriA binding, biotinylated peptide; inhibition, % at 33 µM; in the data active means inhibition mostly above about 37%, no sharp cut-off; inactive means mostly below about 20%;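 further: plate controls were negative control peptide for no effect and reference peptide for full effect; strong numbers were not always called active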
# Active calls of the source: *; + = active, no number; & = joins results of further samples. The list is partial (hit frequency here may not be typical).
# A first look:
SMILES,SSB-PriA inh
Nc1nc(SCc2ccc(C(=O)NCCCO)cc2)nc2sc3c(c12)CCCC3,-15.0
COc1ccc(-c2nc(CSc3nc4c(c(=O)[nH]3)CCC4)c(C)o2)cc1,2.0
CC(CC(c1ccccc1)c1c(O)c2ccccc2oc1=O)=NNC(N)=S (stereo not drawn),0.4
O=C(NN=C1CCCCc2ccccc21)c1ccccn1,2.7

# Results (from the top)
SMILES,SSB-PriA inh
Nc1nc(SCc2ccc(C(=O)NCCCO)cc2)nc2sc3c(c12)CCCC3,-15.0
COc1ccc(-c2nc(CSc3nc4c(c(=O)[nH]3)CCC4)c(C)o2)cc1,2.0
CC(CC(c1ccccc1)c1c(O)c2ccccc2oc1=O)=NNC(N)=S (stereo not drawn),0.4
O=C(NN=C1CCCCc2ccccc21)c1ccccn1,2.7
O=S(=O)(c1ccc(F)cc1)c1nc(-c2ccccc2F)oc1NCc1cccnc1,14.0
Cc1csc(=Nc2ccc(Cl)cc2)n1N1CCOCC1,10.0
COc1cccc(C(=O)Nc2ccc3c(c2)CCCN3C(=O)C2CC2)c1OC,-7.0
O=C(NCC1CCN(Cc2ccco2)CC1)c1ccccc1F,-5.0
CSc1ncccc1C(=O)NCc1cccnc1-c1cccs1,-6.0
O=C(NCc1ccccc1)NC1CCCC(OC(=O)Nc2ccccc2)C1 (stereo not drawn),-13.0
O=C(c1ccc(Br)o1)N(CCc1ccccc1)Cc1ccccn1,-8.0
C=CCN1C(=O)CSc2cnn(CC(=O)Nc3ccccc3C(F)(F)F)c(=O)c21,-1.0
NC(N)=NN=Cc1ccc(Br)cc1,-4.2
CCOc1cc(C=NNC(=O)CN2CCCCC2)ccc1OCc1ccc(Cl)cc1,-2.5
O=C(Cn1cnc(-c2ccc(F)cc2)cc1=O)N1CCN(C(=O)c2ccco2)CC1,-7.0
COc1ccc(-c2cc3ccc(OCC(=O)OC(C)(C)C)cc3oc2=O)cc1,-20.0
CS(=O)(=O)Nc1ccc2c(c1)CCN2C(=O)C1CC1,-7.0&4.0
CN(C)C[C@H]1CSCCCN1C(=O)c1ccc2ncsc2c1,-2.0
CSCC(C)(O)CNC(=O)CSC1CCCC1 (stereo not drawn),-3.0
O=C(O)c1ccc(C2SCCN2C(=O)Nc2ccccc2)cc1 (stereo not drawn),-7.0
COc1ccc(C(=O)CN2CCC(Cn3cccn3)CC2)cc1,-16.0
O=C(NC[C@H]1Cc2ccccc2CO1)c1ccc(Cn2ccnc2)cc1,-1.0
O=C(CCc1nc2sc3c(c2c(=O)[nH]1)CCCCC3)N1CCN(c2ccccc2F)CC1,-6.0
Cc1ccc2oc(C(=O)Nc3cc(C)on3)cc2n1,10.0
CO[C@@H](CNS(=O)(=O)c1cnc(NC(C)=O)s1)c1ccc(Cl)s1,-14.0
COCCN1CCC(CNS(=O)(=O)c2ccccc2F)CC1,-19.0
COc1ccc(-c2noc(-c3c(SC)nn(CC(=O)NCc4ccccc4Cl)c3N)n2)cc1,-6.0
CCOC(=O)c1ccc(NC(=O)Cn2cc(OC)c(=O)cc2CSc2nc(C)cc(C)n2)cc1,1.0
COc1ccc(N2CC(CNC(=O)Nc3ccc(C(F)(F)F)cc3)CC2=O)cc1 (stereo not drawn),-15.0
CN=C1SC(CC(=O)Nc2ccc(C)c([N+](=O)[O-])c2)C(=O)N1C (stereo not drawn),12.0

# Compounds from the list above with a Cl atom (four):
SMILES,SSB-PriA inh
Cc1csc(=Nc2ccc(Cl)cc2)n1N1CCOCC1,10.0
CCOc1cc(C=NNC(=O)CN2CCCCC2)ccc1OCc1ccc(Cl)cc1,-2.5
CO[C@@H](CNS(=O)(=O)c1cnc(NC(C)=O)s1)c1ccc(Cl)s1,-14.0
COc1ccc(-c2noc(-c3c(SC)nn(CC(=O)NCc4ccccc4Cl)c3N)n2)cc1,-6.0

# Some of the entries so far, field by field:
CO[C@@H](CNS(=O)(=O)c1cnc(NC(C)=O)s1)c1ccc(Cl)s1
- SSB-PriA inh: -14.0
COCCN1CCC(CNS(=O)(=O)c2ccccc2F)CC1
- SSB-PriA inh: -19.0

# Further results:
SMILES,SSB-PriA inh
COc1ccc2nc(-c3ccc(F)c(NC(=O)c4cccc(OC)c4OC)c3)cn2n1,-4.0
CC1CN(c2ccc(/C=C(\C#N)c3nc4ccccc4[nH]3)o2)CC(C)O1 (stereo not drawn),6.0
CCn1ccnc1N1CCN(C(=O)c2ccccc2C(F)(F)F)CC1,16.0
Cc1cc(=O)n(CCC(=O)O)c(N)n1,-3.0
Cc1cc(C(=O)N2CC[C@H](S(C)(=O)=O)C2)c(C)o1,-12.0
Clc1cc(Br)cc2cccnc12,36.4
O=C(Nc1ccc2c(c1)OCCO2)c1ccc(=O)n(Cc2cccc(F)c2)n1,-13.0
CCN1CCCc2cc(CCNC(=O)C(=O)NC(C)(C)C)ccc21,52.1
CCCCOc1ccc(C(=O)Nc2nnc(-c3ccccn3)o2)cc1,-18.0
COc1ccc2nc(-c3ccc(Cl)c(NC(=O)c4ccccc4C)c3)cn2n1,-9.0
Cc1nc2sccn2c1C(=O)O,-1.0
COc1ccc(CC(=O)NN=Cc2ccc(Cl)s2)cc1OC,-0.3
COc1ccc(-c2ccc(N3CCC(C(=O)Nc4ccccc4-c4ccccc4)CC3)nn2)cc1,-12.0
COc1ccc(CC(=O)N2CCC3(CC2)OC(=O)c2ccccc23)cc1OC,-5.0
Cc1csc(CN2CCN(C(=O)Cc3ccc(F)cc3)CC2)n1,-15.0
COC(=O)c1cccc(-c2ccc(C=NN3C(=O)C4C5C=CC(C6CC56)C4C3=O)o2)c1 (stereo not drawn),-19.1
O=C(CSc1nc(=O)n(CCCO)c2c1CCC2)NCc1ccc(F)cc1,-7.0
CC(=O)N1CCC(c2nc3ccccc3s2)CC1,-16.0
CCOc1ccc2nc(N)sc2c1,2.0
Cc1ccsc1C=NNc1nc(Cl)c(Cl)cc1Cl,-20.2
O=C(c1ccccc1Br)N1CC(S(=O)(=O)c2ccc(F)cc2)C1,-12.0
CC(C)(C)c1cc[n+](C(C(=S)Nc2ccccc2F)=C([O-])c2ccc3c(c2)OCCO3)cc1,8.3
O=C(Cc1ccc(F)cc1)NC1CCN(C(=O)c2cn(-c3ccc(Cl)cc3)nn2)CC1,-22.0
CC(=O)N1CCc2c(sc(NC(=O)CSc3ccc(Cl)cc3)c2C(N)=O)C1,-1.0&8.0
Cc1c(C(=O)NCC2CCCN2c2nc3ccccc3o2)cnn1-c1ccccc1 (stereo not drawn),-1.0
CCNC(=O)N1CCC(N2CCCC2CSCC)CC1 (stereo not drawn),-4.0
COC(=O)c1ccc(NC(=O)COc2coc(CN3c4ccccc4CC3C)cc2=O)cc1 (stereo not drawn),4.0
O=C(NN=Cc1ccccc1)C(O)c1ccccc1 (stereo not drawn),-5.3
CCOc1ccccc1-c1noc(Cn2c(=O)n(Cc3ccccc3Cl)c(=O)c3sccc32)n1,-7.0
Cc1noc(CNC(=O)C2CCc3nc(C)[nH]c3C2)n1 (stereo not drawn),-5.0
O=C1CCCN1Cc1cn(C2CN(C(=O)c3csc(-c4ccccc4)n3)C2)nn1,1.0
C/C(=N\NC(=O)CCCOc1ccc(Cl)cc1Cl)c1ccc([N+](=O)[O-])cc1,-4.0
O=C(Nc1cc(F)ccc1F)c1c[nH]c(=O)n(Cc2ccccc2Cl)c1=O,-19.0
COc1ccc(S(=O)(=O)CCC(=O)Nc2cc(C)cc(C)c2)cc1,-7.0&-5.0
Cc1ccc(CC2SC(=Nc3ccccn3)NC2=O)cc1 (stereo not drawn),-15.3
COc1ccc(S(=O)(=O)Cc2nc(-c3ccc(OCc4ccccc4)cc3)no2)cc1,9.0
NC[C@@H](c1ccc(Cl)cc1)N1CCCCCC1,-10.0
O=[N+]([O-])c1cc(C=Nn2c(-c3cccnc3)n[nH]c2=S)ccc1Cl,-6.3
Cc1ccc(-c2cn3c(C(=O)Nc4ccc(S(N)(=O)=O)cc4)csc3n2)cc1,17.0
CCOc1cc(NC(=O)c2snnc2C)ncn1,-11.0
O=C(NC1=NCCS1)C12CC3CCC(CC(C3)C1)C2,-3.0
CC(=NNC(=O)c1cc2ccccc2cc1O)c1cccs1,-8.9
COc1ccc(C=NNC(=O)c2ccccc2F)cc1COc1ccc(F)cc1,-8.5
Cc1ccc(Cl)cc1NC(=O)CN1C(=O)CC(c2ccccc2)=Nc2ccccc21,-1.0
CSc1ccc2nc(Nc3nnc(-c4ccccc4)o3)sc2c1,-14.0&9.0

# 2 consecutive records from above, quoted:
SMILES,SSB-PriA inh
O=C1CCCN1Cc1cn(C2CN(C(=O)c3csc(-c4ccccc4)n3)C2)nn1,1.0
C/C(=N\NC(=O)CCCOc1ccc(Cl)cc1Cl)c1ccc([N+](=O)[O-])cc1,-4.0

# (more compounds)
SMILES,SSB-PriA inh
CC(=NNC(=O)c1ccccc1N)c1ccc(NC(=O)Cc2ccccc2)cc1,2.6
O=C(c1cc(-c2ccco2)[nH]n1)N1CCC(n2ccnn2)C1 (stereo not drawn),-5.0
O=S(=O)(NCC1CCN(c2ccncc2)CC1)c1ccc(Br)s1,7.0
Cc1cc(NC(=O)c2ccccc2F)n(-c2nc3ccccc3s2)n1,-20.0
O=C(N/N=C/c1cccc2cccnc12)c1ccncc1,+
CC(=O)Nc1ccc(S(=O)(=O)NCCc2csc3nc(-c4ccc(C)cc4)nn23)cc1,0.0
Cc1cc(-c2ccncc2)nn1CCNC(=O)c1cccc(C#N)c1,-4.0
CSc1ccc(C=NN2CCN(c3ccccc3)CC2)cc1,-3.1
O=C(Nc1ccccc1-c1cn2ccsc2n1)c1cc(=O)[nH]c(=O)[nH]1,-6.0
C(=NNc1ccc2ccccc2n1)c1ccc2c(c1)OCCO2,7.4
C=CCNC(=S)NN=C(C)c1ccc(-n2ccnc2)cc1,8.8
O=C(CC1CCCCC1)NCc1cc(-c2cc3ccccc3o2)on1,-6.0
O=C(NCc1cccs1)c1n[nH]nc1-c1ccccc1,-12.0
COCCN1CCCc2ccc(NC(=O)c3cccc(OC)c3)cc21,53.0
CON=Cc1ccc(N2CCN(C(=O)c3ccc(Cl)cc3Cl)CC2)c([N+](=O)[O-])c1,23.7
CCOC(=O)c1nn(-c2ccc(C)cc2)c(=O)c2c(NC(=O)C3c4ccccc4Oc4ccccc43)scc12,-10.0
N#Cc1c(NC(=O)CCCN2C(=O)c3cccc4cccc(c34)C2=O)sc2c1CCCC2,-7.0
COc1cc2nc(NC(=O)c3sc4ccccc4c3Cl)sc2cc1OC,5.0
CCn1c(=NC(=O)c2ccn(C)n2)sc2cc(OC)c(OC)cc21,3.0
COc1ccccc1N(C(C)=O)C1C=CS(=O)(=O)C1 (stereo not drawn),-2.0
COc1ccc(C=NNC(=O)c2sc(N)nc2C)cc1OC,0.8
O=C(c1cccs1)N1CCC(c2nc3ccccc3[nH]2)CC1,2.0
CCOC(=O)c1c(NC(=O)CSc2nc3sc4c(c3c(=O)n2-c2ccccc2)CCC(C)C4)sc2c1CCCCC2 (stereo not drawn),5.0
C#CC1(OCC(O)CNC(C)(C)CC(C)(C)C)CCCCC1 (stereo not drawn),3.0
CC1Oc2ccccc2OC1C(=O)NCc1cc(-c2ccco2)on1 (stereo not drawn),-8.0
O=c1c(-c2ccc(Cl)cc2)coc2c3c(ccc12)OCN(Cc1cccs1)C3,-28.0
COc1ccccc1-c1nnc(NC(=O)c2cc(=O)c3ccccc3o2)o1,6.0
Cc1cccc(NC(=O)CSc2ccnc3ccc(Cl)cc23)c1,10.0
CN(C)CC#CCNC(=O)c1ccccc1C(=O)c1ccccc1,-11.0
COC(=O)c1ccc(S(=O)(=O)N(CCc2cccs2)Cc2ccoc2)cc1,-9.0
COc1ccc2c(c1)CCCC2(O)CNS(=O)(=O)c1c(C)nn(C(C)C)c1C (stereo not drawn),-13.0
CCOC(=O)c1ccc(NC(=O)c2ccc(N3C(=O)CCC3=O)cc2)cc1,-11.0
Cc1ccccc1OCC(=O)NC1CCCC(OC(=O)Nc2ccccc2)C1 (stereo not drawn),-6.0
C[C@@H](CC(=O)O)n1ccnc1,-17.0
Cc1ccc(N/N=C(/C#N)c2nc(-c3cccs3)cs2)cc1,-14.0
CC(=O)N1CCC2(CC1)OCCN2S(=O)(=O)c1cccs1,-12.0
CCOC(=O)N1CCN(C(=O)Nc2c[nH]c3ccccc23)CC1,-15.0
Cc1nnc(NC(=O)CN2CCN(CC(O)c3ccco3)CC2)s1 (stereo not drawn),-16.0
O=C(Cn1c2ccccc2c2ncn(Cc3nc(-c4ccccc4)no3)c(=O)c21)NC1CCCCC1,-2.0
CC(=O)N1N=C(c2ccccc2NS(C)(=O)=O)CC1c1cccs1 (stereo not drawn),-8.0
O=C(NCc1cccc2ccccc12)NC(c1cccnc1)C1CCOCC1 (stereo not drawn),-3.0
COc1ccc(C2(CNS(=O)(=O)/C=C/c3ccccc3)CCCC2)cc1,-10.0
Cn1ccc2ccc(C(=O)O)cc21,-5.0
CCN(CC)CCN(C(=O)CCS(=O)(=O)c1ccccc1)c1nc2cc3c(cc2s1)OCCO3,-9.0&3.0
Cc1cc(NC(=O)c2ccc3c(c2)OCO3)n(-c2nc3c(cnn3-c3ccc(Cl)cc3)c(=O)[nH]2)n1,-12.0
COc1ccc(C(=O)Nc2cccc(C(C)=NNC(=O)c3ccoc3C)c2)cc1OC,1.7
COc1ccc(C(=O)NC[C@](C)(O)c2cc3ccccc3s2)cc1F,-1.0
Cc1noc(C)c1CC(=O)NCCOc1ccc(F)cc1,3.0
COc1cc(C(=O)N(CCN2CCOCC2)c2nc3cc(C)cc(C)c3s2)cc(OC)c1OC,20.0
COc1ccc(-c2cc(=O)n(CC(=O)Nc3ccc4c(c3)OCCO4)cn2)cc1,1.0
COc1cc(-c2nnc(NC(=O)c3cccc(Br)c3)o2)cc(OC)c1OC,-7.0
CC(C)(C)NC(=O)NC1CCC(Oc2ccccn2)CC1 (stereo not drawn),0.0
Cc1ccc(C)c(S(=O)(=O)NCc2ccsc2)c1,-15.0&-3.0
CCOc1ccccc1NC(=O)NCC1CC(=O)N(c2ccc(F)cc2)C1 (stereo not drawn),8.0
CN(C)c1ccc(/C=N\n2cnc3sc4c(c3c2=O)CCCC4)cc1,-2.0
CC(=NN(C)c1ccccc1)c1c(O)[nH]c(=O)[nH]c1=O,-3.3
NC(=O)C1Cc2ccccc2N1S(=O)(=O)c1cccc(F)c1 (stereo not drawn),-7.0
Cc1nc(-n2nc(-c3ccco3)cc2NC(=O)c2ccco2)[nH]c(=O)c1C,0.0
